RORgamma inh – ROR gamma (mouse) transcription inhibition | P51450 | 310,000 tested, 5.4% active | AID 2551 | Drosophila S2 Gal4-RORgamma UAS-luciferase reporter, 20 h | Potency, µM (highest dose often 53.6 µM), for inactives: at the top dose activity change, negative = inhibition, usual class: inhibitors; note: % is set by controls: 0 for no effect and ±100 for the full control effect; nearly all actives have a fitted effect of over 60% in size
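Using a luciferase readout, inhibitors were identified by reduced reporter activity in Drosophila cells coexpressing a copper-inducible Gal4–ROR gamma fusion and UAS-driven Photinus luciferase, incubated 20 hr after 700 uM copper sulfate.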
MBNL1 CUG block – inhibitors of human MBNL1 binding to CUG repeat RNA. Potency, µM (doses to about 57.5 µM), without a hit: at the highest dose activity change, negative = inhibition, hits mostly inhibitors. 280,000 tested, 0.036% active. TR-FRET MBNL1-His/biotin-(CUG)12 binding, 665/545 ratio. Q9NR56; active = well fitted inhibition curve with a large enough effect in the signal ratio, with a control signal flat, not every such curve was filed as active; inconclusive = small, poorly fitted or top-dose-only effect, or effect the other way, or a change in a side signal; inactive = no such curve, though single readings can be large or run the other way; the % refers to the signal ratio; note: % is set by controls: 0 for no effect and ±100 for the full control effect
Target sequence (Q9NR56 whole entry, looked up): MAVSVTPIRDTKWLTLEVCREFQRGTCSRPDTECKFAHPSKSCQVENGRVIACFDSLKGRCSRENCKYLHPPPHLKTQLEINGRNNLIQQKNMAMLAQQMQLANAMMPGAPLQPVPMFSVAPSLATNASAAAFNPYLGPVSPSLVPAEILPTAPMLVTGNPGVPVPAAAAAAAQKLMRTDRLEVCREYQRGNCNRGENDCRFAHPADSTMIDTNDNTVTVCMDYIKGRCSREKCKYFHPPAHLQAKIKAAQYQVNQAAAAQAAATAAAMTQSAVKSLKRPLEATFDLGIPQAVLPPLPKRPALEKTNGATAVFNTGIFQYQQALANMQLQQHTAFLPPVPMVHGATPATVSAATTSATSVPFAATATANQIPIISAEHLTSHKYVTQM
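His-tagged MBNL1 binding to biotinylated (CUG)12 RNA was measured by TR-FRET using terbium anti-His antibody (0.055 ng/ul final) and streptavidin-XL665 (5 nM final). Compounds were titrated 92 nM to 58 uM; 60 min at room temperature.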
NPC1 promoter act – activates the NPC1 promoter | Huh7 NPC1 promoter luciferase reporter, 24 h | Potency, µM (highest dose often 9.22 µM), inactives show at the top dose activation, most hits filed as activators | 320,000 tested, 2.4% active | AID 485313;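 note: % of control where 0% means no effect; nearly all actives have a fitted effect of over 60% in size; reporter is driven by a mutant NPC1 promoter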
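Readout is luciferase luminescence, reflecting NPC1 promoter activation in stably transfected Huh7 cells after 24 h compound exposure at 37 °C in reduced-serum medium with 10% FBS.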
ELG1 genotoxic – induces genotoxicity in HEK293T cells with luciferase-tagged ELG1. HEK293T ELG1-luciferase reporter, luminescence, 16 h. Potency, µM (titrated, usually from 46 µM), for inactives: top-dose activity change, positive = activation, hits mostly activators. 330,000 tested, 1.3% active; note: % of control where 0% means no effect; nearly all actives have a fitted effect of over 60% in size
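16 hr compound incubation (37 °C, 5% CO2) of HEK293T cells carrying luciferase-tagged ELG1; luciferase then measured by ONE-Glo luminescence after 30 min at RT.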
p53 reactivation – mutant p53 re-activation in reporter cells | H1299 p53-A138V BP100-luciferase reporter, luminescence, 24 h | Potency, µM (top dose mostly 92.2 µM), for the others: at the highest dose activity change, positive = activation, actives largely listed as activators | 320,000 tested, 0.063% active | AID 504706; note: % of control where 0% means no effect; nearly all actives have a fitted effect of over 45% in size
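p53-null H1299 cells stably carrying temperature-sensitive p53-A138V and a BP100-luciferase reporter were pinned with compounds (4-point, 1:5 series) and held 24 hrs at 37 deg C. Luminescence was read 10 min after detection reagent.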
FLuc counter – inhibits or activates purified firefly luciferase, miR-21 counter-screen; P08659; Potency, µM (doses to about 57.5 µM), for inactives: at the highest dose activity change, negative = inhibition, usual class: inhibitors; purified FLuc, Km substrates, luminescence inhibition; 360,000 tested, 6.9% active;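 note: plate controls were vehicle for no effect and reference inhibitor for full effect; nearly all actives have a fitted effect of over 55% in size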
Target sequence (P08659 whole entry, looked up): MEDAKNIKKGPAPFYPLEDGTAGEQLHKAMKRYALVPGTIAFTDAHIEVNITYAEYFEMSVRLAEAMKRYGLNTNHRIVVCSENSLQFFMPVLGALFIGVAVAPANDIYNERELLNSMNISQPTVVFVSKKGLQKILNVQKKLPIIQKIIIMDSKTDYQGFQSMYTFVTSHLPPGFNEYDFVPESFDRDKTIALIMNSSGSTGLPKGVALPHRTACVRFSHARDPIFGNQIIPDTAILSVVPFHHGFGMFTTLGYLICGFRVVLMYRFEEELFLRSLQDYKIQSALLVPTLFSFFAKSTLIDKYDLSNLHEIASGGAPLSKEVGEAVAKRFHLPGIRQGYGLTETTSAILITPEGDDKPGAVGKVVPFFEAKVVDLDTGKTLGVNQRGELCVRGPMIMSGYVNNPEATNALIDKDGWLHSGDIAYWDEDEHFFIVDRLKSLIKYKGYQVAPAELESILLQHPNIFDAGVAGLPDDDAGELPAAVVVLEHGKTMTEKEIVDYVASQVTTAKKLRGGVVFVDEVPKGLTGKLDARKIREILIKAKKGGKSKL
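Purified P. pyralis luciferase (10nM final) with 10uM D-luciferin and 10uM ATP (Km levels) in 50mM Tris acetate pH 7.5, 10mM Mg acetate, 0.01% Tween-20, 0.05% BSA; qHTS 6-point titration, ~60 µM downward; luminescence read.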
CXXC DNA block – inhibitors of human MLL CXXC domain-DNA interaction. MLL-CXXC / FITC-HOXA9 DNA fluorescence polarization. Potency, µM (top dose mostly 115 µM), inactives show top-dose activity change, negative = inhibition, hits mostly inhibitors. 290,000 tested, 0.037% active. AID 2662; active = well fitted inhibition curve with a large enough effect in the polarisation, with a control signal flat, not every such curve was filed as active; inconclusive = small, poorly fitted or top-dose-only effect, or effect the other way, or a change in a side signal; inactive = no such curve, though single readings can be large or run the other way; the % refers to the polarisation
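Fluorescence polarization: 7 uM MLL-CXXC (stock) preincubated 5 min with compounds, then 50 nM fluorescein-HOX-A9 DNA (stock) added; 30 min ambient. Buffer 50 mM Tris-HCl pH 7.5, 50 mM NaCl, 1 mM DTT, 0.05% BSA.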
Gal4-VP16 FLuc – counter-screen for ROR gamma inhibitors: Gal4-VP16 reporter | Drosophila S2 Gal4-VP16 UAS-luciferase, luminescence, 20 h | Potency, µM (doses to about 53.6 µM), for the others: at the top dose activity, negative = inhibition, hits mostly inhibitors | 310,000 tested, 3.5% active;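 note: Gal4-VP16 expression switched on by copper sulfate through the metallothionein promoter; % is set by controls: 0 for no effect and ±100 for the full control effect; nearly all actives have a fitted effect of over 50% in size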
uPA generation – cell surface uPA generation inhibition | 330,000 tested, 0.31% active | Potency, µM (titrated, usually from 38.3 µM), for inactives: at the top dose activity change, negative = inhibition, hits mostly inhibitors | cell surface uPA generation assay, qHTS; active = well fitted inhibition curve with a large enough effect; inconclusive = small, poorly fitted or top-dose-only effect; inactive = no such curve, though single readings can be large or run the other way; tested in mouse RAW 264.7 cells; note: % is set by controls: 0 for no effect and ±100 for the full control effect; nearly all actives have a fitted effect of over 55% in size
Rab9 promoter act – activators of Rab9 promoter. 320,000 tested, 2.8% active. Potency, µM (titrated, usually from 9.22 µM), for inactives: at the top dose activation, negative = inhibition, actives largely listed as activators. Huh7 Rab9 promoter-luciferase reporter, luminescence, 24 h. AID 485297; note: % of control where 0% means no effect; nearly all actives have a fitted effect of over 60% in size
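Huh7 cells stably carrying Rab9 promoter–luciferase reporter, plated 1500 cells/well, compound added after 2 h and incubated 24 h at 37 °C; luciferase luminescence then read after 10 min with detection reagent.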
BRCA1 expr act – increases BRCA1 expression; MCF7-BRCA1-FFLuc reporter, luminescence, 48 h; response scale: scaled: vehicle 0%, 10 µM genistein 100%; Potency, µM (titrated, usually from 46.1 µM), inactives show top-dose activation, most hits filed as activators; 380,000 tested, 1.1% active; note: nearly all actives have a fitted effect of over 80% in size; some results filed as inactive show a strong effect at the top dose
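Compounds are tested at multiple concentrations on MCF7 BRCA1-luciferase reporter cells seeded at 2000 per well; after 48 h, a single luminescence end-point is taken and curves fitted to the normalized data.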
An asterisk follows results filed as active; [ ] = remark or other dose. Unless noted, calls come from the whole dose curve; as a rule, active = well fitted curve in the direction sought with a large enough effect; inconclusive = small, poorly fitted or top-dose-only effect, or another doubt; inactive = no such curve, though single readings can be large; an effect the other way counts as inactive or inconclusive. Potency is the fitted concentration of half-maximal effect. Not all compounds are listed (hit frequency here may not be typical).

Results for CC1CCCCC1NC(=O)c1ccc(NC2=NC3CS(=O)(=O)CC3S2)cc1 (configuration not stated) ?
RORgamma inh: -15%; MBNL1 CUG block: 4%; NPC1 promoter act: 1%; ELG1 genotoxic: 0%; p53 reactivation: 5%; FLuc counter: 0%; CXXC DNA block: 8%; Gal4-VP16 FLuc: 4%; uPA generation: 8%; Rab9 promoter act: 0%; BRCA1 expr act: 0%

What do the screens show for `COc1ccc(CCNC(=S)Nc2ccccc2C)cc1`?
RORgamma inh: 5µM*; MBNL1 CUG block: 3%; NPC1 promoter act: -3%; ELG1 genotoxic: -1%; p53 reactivation: -5%; FLuc counter: 3%; CXXC DNA block: -6%; Gal4-VP16 FLuc: 20µM*; uPA generation: 1%; Rab9 promoter act: 2%; BRCA1 expr act: 8%

Results for CCN(CC)S(=O)(=O)c1ccc(OC)c(NC(=O)c2cc3c(=O)n4ccccc4nc3s2)c1 ?
RORgamma inh: inconclusive; MBNL1 CUG block: -1%; NPC1 promoter act: -5%; ELG1 genotoxic: 8%; p53 reactivation: -19%; FLuc counter: 3%; CXXC DNA block: -3%; Gal4-VP16 FLuc: 0%; uPA generation: -2%; Rab9 promoter act: -7%; BRCA1 expr act: -7%

Results for COC(=O)c1cc(S(=O)(=O)NCc2ccccc2)cn1C ?
RORgamma inh: 16%; MBNL1 CUG block: 4%; NPC1 promoter act: -6%; ELG1 genotoxic: 0%; FLuc counter: 0%; Gal4-VP16 FLuc: 1%; uPA generation: 5%; Rab9 promoter act: 4%; BRCA1 expr act: 0%

How did Cc1ccc(C(=O)NCCC(=O)Nc2ccccc2C)cc1 do in these assays?
MBNL1 CUG block: -5%; NPC1 promoter act: 1%; ELG1 genotoxic: 1%; FLuc counter: -3%; CXXC DNA block: -3%; uPA generation: 5%; Rab9 promoter act: 0%; BRCA1 expr act: -5%

Results for C=C(C)c1cccc(C(C)(C)NC(=O)N2CC(C)OC(C)C2)c1 (configuration not stated) ?
RORgamma inh: 17%; MBNL1 CUG block: -11%; NPC1 promoter act: 0%; ELG1 genotoxic: -5%; p53 reactivation: 0%; FLuc counter: 0%[2.3 µM]; CXXC DNA block: 3%; Gal4-VP16 FLuc: 7%; uPA generation: 1%; Rab9 promoter act: 2%; BRCA1 expr act: 1%

What do the screens show for `O=C(Nc1cnc2ccccc2c1)c1ccncc1`?
RORgamma inh: -20%; MBNL1 CUG block: inconclusive; NPC1 promoter act: 1.8µM*; ELG1 genotoxic: 2.3µM*; p53 reactivation: 26%; FLuc counter: 12µM*; CXXC DNA block: -4%; Gal4-VP16 FLuc: -41%; uPA generation: -8%; Rab9 promoter act: 3.2µM*; BRCA1 expr act: -6%

How did CC(=O)c1cccc(NC(=O)c2c(-c3c(F)cccc3Cl)noc2C)c1 do in these assays?
NPC1 promoter act: -3%; ELG1 genotoxic: 2%; p53 reactivation: 5%; FLuc counter: 11%; uPA generation: 1%; Rab9 promoter act: -3%; BRCA1 expr act: -4%

Results for O=C(Cc1c(F)cccc1Cl)c1ccc(O)cc1O ?
RORgamma inh: -4%; MBNL1 CUG block: -7%; NPC1 promoter act: -6%; ELG1 genotoxic: -4%; p53 reactivation: inconclusive; FLuc counter: -10%; CXXC DNA block: -4%; Gal4-VP16 FLuc: 4%; uPA generation: 1%; Rab9 promoter act: -3%; BRCA1 expr act: 27%

Results for COc1cc(N2CCCC2)c(OC)cc1/C=C1/NC(=S)NC1=O ?
RORgamma inh: 15%; MBNL1 CUG block: inconclusive; NPC1 promoter act: -2%; ELG1 genotoxic: 1%; p53 reactivation: -9%; FLuc counter: -12%; CXXC DNA block: inconclusive; Gal4-VP16 FLuc: -4%; uPA generation: -4%; Rab9 promoter act: 1%; BRCA1 expr act: -34%

What do the screens show for `COc1ccc(C)cc1NC(=O)C1CCN(C(=O)Cc2ccccc2)CC1`?
RORgamma inh: 11%; NPC1 promoter act: -5%; ELG1 genotoxic: 6%; p53 reactivation: -1%; FLuc counter: 7%; CXXC DNA block: -2%; Gal4-VP16 FLuc: -14%; uPA generation: 2%; Rab9 promoter act: -1%; BRCA1 expr act: 5%

How did Cc1ccc(C(=O)OCC(=O)Nc2ccc(N3CCOCC3)cc2)cc1 do in these assays?
NPC1 promoter act: 8%; ELG1 genotoxic: 0%; p53 reactivation: 9%; FLuc counter: -1%; uPA generation: 10%; Rab9 promoter act: -2%; BRCA1 expr act: -8%

What do the screens show for `COc1ccccc1-n1c(CNC(=O)c2cccc([N+](=O)[O-])c2C)n[nH]c1=S`?
RORgamma inh: 12%; MBNL1 CUG block: 10%; NPC1 promoter act: -5%; ELG1 genotoxic: 5%; p53 reactivation: -2%; FLuc counter: -1%; CXXC DNA block: -12%; Gal4-VP16 FLuc: inconclusive; uPA generation: 4%; Rab9 promoter act: -3%; BRCA1 expr act: -43%

How did CCC(C)NCCCOc1cc(Cl)ccc1Cl (configuration not stated) do in these assays?
RORgamma inh: -7%; MBNL1 CUG block: 3%; NPC1 promoter act: -1%; ELG1 genotoxic: -2%; p53 reactivation: -1%; FLuc counter: 8%; CXXC DNA block: 5%; Gal4-VP16 FLuc: 1%; uPA generation: 2%; Rab9 promoter act: -4%; BRCA1 expr act: -34%

Results for COc1ccccc1CNC(=O)C(=O)c1cn(CC(=O)N2CCOCC2)c2ccccc12 ?
RORgamma inh: 26%; MBNL1 CUG block: 14%; NPC1 promoter act: -1%; ELG1 genotoxic: 4%; p53 reactivation: 6%; FLuc counter: inconclusive; CXXC DNA block: 7%; Gal4-VP16 FLuc: 28%; uPA generation: -1%; Rab9 promoter act: 12%; BRCA1 expr act: 54%

How did CCNC(=S)Nc1ccc2ncoc2c1 do in these assays?
RORgamma inh: -13%; MBNL1 CUG block: -7%; NPC1 promoter act: -3%; ELG1 genotoxic: -4%; p53 reactivation: 18%; FLuc counter: 0%; CXXC DNA block: 0%; Gal4-VP16 FLuc: 1%; uPA generation: 2%; Rab9 promoter act: -5%; BRCA1 expr act: 10%

How did Cn1c(NCc2c(O)ccc3ccccc23)nc2ccccc21 do in these assays?
RORgamma inh: 18%; MBNL1 CUG block: 6%; NPC1 promoter act: -1%; ELG1 genotoxic: -1%; p53 reactivation: 0%; FLuc counter: inconclusive; CXXC DNA block: 37%[activator]; Gal4-VP16 FLuc: -4%; uPA generation: 5%; Rab9 promoter act: -9%; BRCA1 expr act: -65%

What do the screens show for `COc1ccc(C)cc1S(=O)(=O)n1ccnc1C`?
RORgamma inh: -18%; MBNL1 CUG block: -16%; NPC1 promoter act: 2%; ELG1 genotoxic: 4%; p53 reactivation: 4%; FLuc counter: 1%; CXXC DNA block: -6%; Gal4-VP16 FLuc: -9%; uPA generation: 4%; Rab9 promoter act: -6%; BRCA1 expr act: 0%

What do the screens show for `N/C(=N\OC(=O)Cc1ccc(Cl)cc1)c1ccncc1`?
RORgamma inh: 41%; MBNL1 CUG block: -3%; NPC1 promoter act: -2%; ELG1 genotoxic: -1%; p53 reactivation: 0%; FLuc counter: -4%; CXXC DNA block: 6%; Gal4-VP16 FLuc: -2%; uPA generation: 5%; Rab9 promoter act: -4%; BRCA1 expr act: 7%

What do the screens show for `COc1cccc(CNc2cccc3cccnc23)c1O`?
RORgamma inh: -13%[0.365 µM]; MBNL1 CUG block: inconclusive; NPC1 promoter act: 18%; ELG1 genotoxic: inconclusive; p53 reactivation: 56%; FLuc counter: inconclusive; CXXC DNA block: -2%; Rab9 promoter act: 14%; BRCA1 expr act: -17%

Results for Cc1ccc2nsnc2c1S(=O)(=O)N1CCOCC1 ?
RORgamma inh: inconclusive; MBNL1 CUG block: inconclusive; NPC1 promoter act: 5%; ELG1 genotoxic: -2%; p53 reactivation: -3%; FLuc counter: 0%; CXXC DNA block: 11%; Gal4-VP16 FLuc: -19%; Rab9 promoter act: 9%; BRCA1 expr act: 0%

How did CCN(C(=O)/C=C/c1ccccc1)C1CCCCC1 do in these assays?
RORgamma inh: 14%; MBNL1 CUG block: 1%; NPC1 promoter act: -4%; ELG1 genotoxic: 0%; FLuc counter: inconclusive; CXXC DNA block: 4%; Gal4-VP16 FLuc: -1%; uPA generation: 3%; Rab9 promoter act: 1%; BRCA1 expr act: 17%

How did O=C1CCCN1c1ccc(CNS(=O)(=O)c2ccc(F)cc2)cc1 do in these assays?
RORgamma inh: inconclusive; MBNL1 CUG block: -9%; NPC1 promoter act: 4%; ELG1 genotoxic: 0%; p53 reactivation: 27%; FLuc counter: -5%; CXXC DNA block: 0%; Gal4-VP16 FLuc: 2%; uPA generation: 0%; Rab9 promoter act: 5%; BRCA1 expr act: 15%
